Screening results deposited in PubChem BioAssay by National Center for Advancing Translational Sciences (NCATS).
ALOX12 inh: inhibitors of human 12S-lipoxygenase ALOX12 | hit rate 1.1% among 580,000 | P18054 | Potency, µM (titrated, usually from 108 µM), for inactives: at the highest dose activity change, negative = inhibition, most hits filed as inhibitors | purified 12hLO, xylenol orange hydroperoxide absorbance; note: % is set by controls: 0 for no effect and ±100 for the full control effect
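Purified human 12hLO (150 nM final) in 25 mM Hepes, 0.01% Triton X-100, pH 7.0 was preincubated 15 min at room temperature with compound. Then 40 uM arachidonic acid was added, 30 min. Hydroperoxide was read by Fe-XO absorbance ratio 573/405 nm.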
rTrxR1 inhibitor: blocks rat thioredoxin reductase 1. hit rate 1% among 390,000. O89049. AID 588453. Potency, µM (titrated, usually from 114 µM), for inactives: at the highest dose activity change, negative = inhibition, actives largely listed as inhibitors. recombinant rTrxR1, NADPH fluorescence consumption, selenite substrate; note: % is set by controls: 0 for no effect and ±100 for the full control effect; nearly all actives have a fitted effect of over 65% in size
Target sequence (O89049 whole entry, looked up): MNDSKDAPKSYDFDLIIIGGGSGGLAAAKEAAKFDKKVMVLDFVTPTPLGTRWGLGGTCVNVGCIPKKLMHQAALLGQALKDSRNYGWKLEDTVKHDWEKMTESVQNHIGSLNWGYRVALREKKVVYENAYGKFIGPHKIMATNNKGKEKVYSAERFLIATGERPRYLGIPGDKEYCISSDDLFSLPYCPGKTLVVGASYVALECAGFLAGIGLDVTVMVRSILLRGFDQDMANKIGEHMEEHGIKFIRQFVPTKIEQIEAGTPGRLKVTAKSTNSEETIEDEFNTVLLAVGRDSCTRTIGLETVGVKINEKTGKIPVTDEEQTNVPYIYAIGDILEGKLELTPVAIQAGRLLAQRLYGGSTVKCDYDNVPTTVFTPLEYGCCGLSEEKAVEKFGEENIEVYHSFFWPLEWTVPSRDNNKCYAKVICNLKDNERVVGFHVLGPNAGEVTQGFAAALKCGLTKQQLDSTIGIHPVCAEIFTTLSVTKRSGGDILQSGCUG
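Rat TrxR1 (90 nM in the dispensed reagent) was pre-reduced with 400 uM NADPH for 5 min at room temperature, then incubated with compound for 15 min. After 400 uM selenite was added, NADPH fluorescence (Ex 340/Em 450 nm) was followed for 8 min.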
Pin1 inhibitor: blocks the human prolyl isomerase Pin1; AID 504891; Potency, µM (doses to about 115 µM), without a hit: at the highest dose activity, negative = inhibition, actives largely listed as inhibitors; hit rate 0.009% among 390,000; Pin1 FP peptide displacement, HiFluor488, 10 min; active = well fitted inhibition curve with a large enough effect in the polarisation, with a control signal flat, not every such curve was filed as active; inconclusive = small, poorly fitted or top-dose-only effect, or effect the other way, or a change in a side signal; inactive = no such curve, though single readings can be large or run the other way; the % refers to the polarisation; note: % is set by controls: 0 for no effect and ±100 for the full control effect
Target sequence (Q13526 whole entry, looked up): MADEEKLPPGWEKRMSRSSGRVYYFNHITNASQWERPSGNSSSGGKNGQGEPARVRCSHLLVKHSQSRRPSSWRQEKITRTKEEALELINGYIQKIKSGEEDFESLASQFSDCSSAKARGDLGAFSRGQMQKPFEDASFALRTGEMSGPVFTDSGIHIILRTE
JMJD2A Tudor inh: JMJD2A Tudor domain (human) inhibition. hit rate 4.4% among 390,000. AlphaScreen JMJD2A-Tudor / H3K4me3 peptide binding. Potency, µM (doses to about 114 µM), without a hit: top-dose activity change, negative = inhibition, actives largely listed as inhibitors; note: % is set by controls: 0 for no effect and ±100 for the full control effect; nearly all actives have a fitted effect of over 50% in size
GLS inhibitor: blocks human kidney-isoform glutaminase activity; O94925; GLS enzymatic activity, qHTS titration; Potency, µM (titrated, usually from 45.5 µM), for inactives: top-dose activity change, negative = inhibition, actives largely listed as inhibitors; hit rate 0.21% among 410,000; note: % is set by controls: 0 for no effect and ±100 for the full control effect
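Human kidney-isoform GLS in 45 mM KH2PO4 pH 8.2, 0.02% Tween-20, with compound, started with 1mM L-Glutamine (added stock). Glutamate oxidase/HRP/Amplex red coupled fluorescence read at start and after 30 min at RT.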
HP1b binding inh: blocks HP1-beta chromodomain binding to methylated histone tails; P83916; AlphaScreen HP1-beta / biotin-H3K9me3 peptide binding; Potency, µM (titrated, usually from 114 µM), for the others: at the highest dose activity change, negative = inhibition, usual class: inhibitors; hit rate 0.56% among 390,000; note: nearly all actives have a fitted effect of over 70% in size; inactives centre near 23
Target sequence (P83916 whole entry, looked up): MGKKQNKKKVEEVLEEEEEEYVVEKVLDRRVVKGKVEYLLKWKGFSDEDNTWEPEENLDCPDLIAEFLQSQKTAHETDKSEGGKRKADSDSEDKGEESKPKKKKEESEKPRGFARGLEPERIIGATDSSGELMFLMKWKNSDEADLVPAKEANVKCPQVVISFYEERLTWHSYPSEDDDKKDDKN
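HP1-beta protein (50 nM final) preincubated 30 min at room temperature with biotinylated H3(1-18)K9me3 peptide (50 nM) in PBS pH 7.4, 0.01% Tween-20, then compound added for 30 min. AlphaScreen streptavidin donor/nickel chelate acceptor beads (10 ug/mL final), 30 min dark, luminescence read.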
Tb PGK inh: blocks T. brucei phosphoglycerate kinase; P07378; PGK/GAPDH coupled, Kinase-Glo luminescence, 60 min; Potency, µM (doses to about 57.5 µM), for inactives: at the top dose activity change, negative = inhibition, actives largely listed as inhibitors; hit rate 0.043% among 380,000; AID 602233; note: % is set by controls: 0 for no effect and ±100 for the full control effect; nearly all actives have a fitted effect of over 60% in size
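Recombinant glycosomal PGK reaction used 1,3-bisphosphoglycerate generated in-well by GAPDH (100nM final) in 100mM TEA pH 7.6, 5mM MgCl2, 0.01% Tween-20. After 60 minutes at room temperature, ATP was read by Kinase-Glo Plus luminescence end-point.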
ERG-DNA inh: inhibitors of human ERG Ets domain-DNA interaction. hit rate 0.028% among 370,000. fluorescence polarization, His-ERG Ets domain / labelled DNA. P11308. Potency, µM (highest dose often 76.9 µM), inactives show at the highest dose FP activity, negative = inhibition, most hits filed as inhibitors. AID 624246; active = well fitted inhibition curve with a large enough effect in the polarisation, with a control signal flat; inconclusive = small, poorly fitted or top-dose-only effect, or effect the other way, or a change in a side signal; inactive = no such curve, though single readings can be large or run the other way; the % refers to the polarisation;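 note: polarization taken with two DNA probes labelled with fluorescein and Texas red; % of control where 0% means no effect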
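His-tagged ERG Ets domain (1 uM in the protein solution; 300mM KCl, 50mM Tris-HCl, 1mM EDTA, 1mM DTT, pH 7.5) received compound, then a probe mix of 5 nM fluorescein-DNA and 100nM Texas-615-DNA. Fluorescence polarization was read for both dyes.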
RGS4 inh: blocks human RGS4-accelerated GTP hydrolysis | AID 504845 | hit rate 0.039% among 390,000 | Transcreener GDP fluorescence polarization, RGS4-accelerated GTP hydrolysis | P49798 | Potency, µM (doses to about 114 µM), inactives show at the highest dose activity change, negative = inhibition, usual class: inhibitors; note: % is set by controls: 0 for no effect and ±100 for the full control effect; nearly all actives have a fitted effect of over 75% in size; some results filed as inactive show a strong effect at the top dose
Target sequence (P49798 whole entry, looked up): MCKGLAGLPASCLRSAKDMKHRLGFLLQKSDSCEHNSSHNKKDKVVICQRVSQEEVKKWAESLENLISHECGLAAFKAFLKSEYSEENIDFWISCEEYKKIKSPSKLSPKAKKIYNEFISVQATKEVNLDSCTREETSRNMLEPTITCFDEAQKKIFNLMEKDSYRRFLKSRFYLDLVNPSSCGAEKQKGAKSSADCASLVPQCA
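MLSMR compounds (23 nl, pin-transferred) preincubated 10 min at room temperature with a 500nM (2x) first reagent, then RGS4 at 900nM (2x) plus Transcreener GDP mix added; fluorescence polarization (620/688 nm) read before and after 90 min at 30 °C.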
Starred values were filed as active, the others as inactive; i = inactive; ? = inconclusive; / = not tested or not shown; & = joins results of further samples; [ ] = another dose, or the depositor's remark. Unless noted, calls come from the whole dose curve; as a rule, active = well fitted curve in the direction sought with a large enough effect; inconclusive = small, poorly fitted or top-dose-only effect, or another doubt; inactive = no such curve, though single readings can be large; an effect the other way counts as inactive or inconclusive. Potency is the fitted concentration of half-maximal effect. These rows are one share of the data; count on the stated rates, not on these rows.

SMILES	ALOX12 inh	rTrxR1 inhibitor	Pin1 inhibitor	JMJD2A Tudor inh	GLS inhibitor	HP1b binding inh	Tb PGK inh	ERG-DNA inh	RGS4 inh
O=C(NNc1ccccn1)c1ccc(Cl)nc1	-4%	4%[57.1 µM]	5%	4.5µM*	-8%	36%	-1%	-3%	-10%
CC1=C(c2ccc(C)c(C)c2)S(=O)(=O)N=C1N1CCC(C(=O)Nc2ccc(Cl)cc2)CC1	-22%	17%[57.1 µM]	?	-1%	-14%	29%	-2%	-9%	-15%
CCC(CC)NC(=O)CCc1nc2ccccc2c(=O)[nH]1	0%	4%	3%	-5%	2%	13%	8%	-5%	-2%
CCOC(=O)c1cc2c(=O)n3ccccc3nc2n(Cc2ccco2)c1=NC(=O)c1ccc(C(C)(C)C)cc1	?	?	11%	-5%	-4%	37%	7%	-13%	-47%
COc1cc(/C=N/NC2=NS(=O)(=O)c3ccccc32)ccc1OC(C)=O	?	-4%[57.1 µM]	-4%	1%	11%	34%[activator]	-12%	-4%	-8%
c1csc(-c2nc3ccccn3c2NC2CCCCC2)c1	-19%	19%	3%	-13%	0%	17%	2%	-13%	-12%
Cc1nc([N+](=O)[O-])cn1CC(=O)Nc1ccc(F)c(Cl)c1	2%	-2%	4%	-16%	2%	6%	3%	-5%	26%
Cc1noc(C)c1COc1ccccc1C(=O)NCCOc1ccccc1F	?	15%	-4%	3%	2%	53%[activator]	-4%	-4%	13%
O=C(OCC(O)COc1ccccc1)c1ccc([N+](=O)[O-])cc1 (configuration not stated)	-5%	14%	-2%	-13%	-6%	33%	/	9%	-21%
O=C(NCCc1ccccc1)C(c1ccc(F)cc1)N(C(=O)c1csnn1)C1CC1 (configuration not stated)	0%	-7%	0%	-4%	-3%	23%	-2%	-4%	1%
COc1cc(NC(=O)N2CCOCC2)cc(OC)c1	421%[activator]	-3%[0.457 µM]	-3%	-12%	4%	16%	5%	-2%	14%
COc1cc(C(=O)OCC(=O)NC2CCCCC2)cc2c1OCCO2	2%	2%	2%	4%	-3%	64%[activator]	-11%	-5%	-14%
CC(=O)NNc1ncnc2c1cnn2-c1ccc(C)c(C)c1	57%[activator]	10%	-18%	-1%	-15%	36%	2%	1%	-1%
COc1cc(NC(=O)Cn2c(=O)n(CC3CCCO3)c(=O)c3cc(OC)c(OC)cc32)cc(OC)c1 (configuration not stated)	24%&0%	21%&-6%	-1%&32%	-24%&-2%	0%&5%	37%&24%	-10%&-3%	-18%&0%	3%&-6%
O=C1CC(NCC2CCCO2)C(=O)N1c1ccc(Cl)cc1 (configuration not stated)	-8%	28%	-3%	-14%	-4%	24%	-4%	-1%	11%

Among those listed so far, 3 contain fluorine:
SMILES	ALOX12 inh	rTrxR1 inhibitor	Pin1 inhibitor	JMJD2A Tudor inh	GLS inhibitor	HP1b binding inh	Tb PGK inh	ERG-DNA inh	RGS4 inh
Cc1nc([N+](=O)[O-])cn1CC(=O)Nc1ccc(F)c(Cl)c1	2%	-2%	4%	-16%	2%	6%	3%	-5%	26%
Cc1noc(C)c1COc1ccccc1C(=O)NCCOc1ccccc1F	?	15%	-4%	3%	2%	53%[activator]	-4%	-4%	13%
O=C(NCCc1ccccc1)C(c1ccc(F)cc1)N(C(=O)c1csnn1)C1CC1 (configuration not stated)	0%	-7%	0%	-4%	-3%	23%	-2%	-4%	1%

Continuation:
SMILES	ALOX12 inh	rTrxR1 inhibitor	Pin1 inhibitor	JMJD2A Tudor inh	GLS inhibitor	HP1b binding inh	Tb PGK inh	ERG-DNA inh	RGS4 inh
CCOc1ccc(N2Cc3ncccc3C2=O)cc1	10%	20%	6%	-10%	?	17%	-20%	2%	10%
O=[N+]([O-])c1cccc(OCCCN2CCC(Cc3ccccc3)CC2)c1	0.5µM*	6%	-5%	79µM*	1%	-15%	0%	-4%	-13%
CC(C)(C#N)C(C)(C)c1nn[nH]n1	-5%	6%	0%	-10%	0%	32%	-9%	-10%	-11%
Cc1cc(N2CCCCC2C)nc(-c2ccccc2O)n1 (configuration not stated)	19%	53%[activator]	-12%	78%[activator]	2%	109%[activator]	-8%	-1%	-4%
CN(c1ccccc1)c1nc(N)c([N+](=O)[O-])c(Nc2ccccc2)n1	4%	5%	-6%	-29%	-2%	10%	9%	8%	17%
O=C(O)c1cc(C2CC2)nn1-c1ccccc1	?	17%[0.457 µM]	0%	-4%	-5%	20%	2%	-5%	0%
Cc1nn(-c2ccccc2)c(NC(=O)c2cccs2)c(-c2ccccc2Cl)c1=O	13%	43%[2.29 µM]	1%	-4%	0%	8%	-3%	-5%	6%
Cc1ccccc1C(=O)N1CCC(C(=O)Nc2ccc(S(=O)(=O)N3C(C)CCCC3C)cc2)CC1 (configuration not stated)	-16%	29%	-6%	-7%	-1%	40%[activator]	4%	3%	7%
CCc1ccc(CNC(=O)C2CCN(S(=O)(=O)N3CC(C)CC(C)C3)CC2)cc1 (configuration not stated)	4%	12%	1%	-10%	6%	26%	-7%	-8%	-19%
COc1cccc(N(C(=O)c2ccco2)c2nc(-c3sc(NC(=O)c4ccco4)nc3C)cs2)c1	-14%	12%	29%	?	4%	-7%	-7%	-3%	-10%
COc1cc(C2NC(=S)NC(c3ccccc3)=C2C(C)=O)ccc1O (configuration not stated)	-21%	12%	-1%	-35%	-8%	22%	-4%	12%	-38%[56.9 µM]
Cc1ccc(-n2ccc(=O)c(C(=O)Nc3ccc(S(=O)(=O)Nc4nccc(C)n4)cc3)n2)cc1	-17%	-6%	-2%	-29%	6%	13%	-5%	-6%	-14%
COc1ccc(S(=O)(=O)Nc2cccc3ccccc23)cc1	/	30%	-2%	-23%	/	22%	/	/	21%
Nc1nonc1C(=O)OCC(=O)N1CCOCC1	-9%	-11%	-1%	-5%	-3%	29%	-3%	4%	31%
Cc1ccc(OCC(=O)NCc2ccco2)c([N+](=O)[O-])n1	0%	11%[57.1 µM]	4%	2%	0%	27%	-5%	1%	8%
CCSc1ccccc1C(=O)n1nnc2ccccc21	-5%	?	-9%	66%[activator]	18%	97%[activator]	i	7%	-20%
O=[N+]([O-])c1ccc2nc(/C=C/c3ccc(Cl)cc3)[nH]c2c1	20%	13%	2%	-31%	-11%	-2%	/	/	3%
Cc1ccc(C(=O)N2CCC3(CC2)Oc2ccc(F)cc2C(=O)C32CC(c3cccnc3)=NO2)s1 (configuration not stated)	?	1%	8%	-27%	-10%	24%	-2%	4%	2%
Cc1noc(C)c1S(=O)(=O)N(C)C[C@H]1Oc2ccc(NS(=O)(=O)c3ccccc3)cc2C(=O)N([C@H](C)CO)C[C@@H]1C	-4%	-2%	-2%	-11%	6%	33%	1%	-5%	7%
CC(C)Cn1cnc2c(c1=N)C(c1ccccc1)C1=C(CC(C)(C)CC1=O)O2 (configuration not stated)	?	-2%	3%	1%	-10%	28%	2%	6%	-25%
c1ccc(-c2noc(CN3CCCC(OCc4ccccn4)C3)n2)cc1 (configuration not stated)	6%	13%	-3%	7%	1%	46%[activator]	-5%	-3%	-3%
Fc1ccc(Nc2nnc(C(F)(F)F)s2)cc1	0%	7%	3%	20%	0%	38%	-2%	-7%	-13%
Fc1ccc(CSc2nnc(-c3ccncc3)o2)cc1	?	14%[57.1 µM]	-11%	-1%[11.4 µM]	-6%	13%	-9%	7%	-35%
CC(NC(=O)C12CC3CC(CC(C3)C1)C2)c1ccc2c(c1)OCCO2 (configuration not stated)	-12%	18%	0%	-2%	-10%	26%	5%	-1%	-17%
CCOc1ccc(N(CC(=O)NCCSCc2ccco2)S(=O)(=O)c2ccc(F)cc2)cc1	?	-12%	1%	1%	-1%	42%	-2%	-8%	-3%
COc1ccc(NC(=O)Nc2cccc(F)c2)c(OC)c1	?	31%	-9%	-30%	14%	42%[activator]	i	0%	-12%
c1ccc2c(c1)CCCC2C1=NCCN1 (configuration not stated)	1%	18%[57.1 µM]	-1%	-1%	-2%	46%[activator]	-12%	20%	24%[56.9 µM]
O=S(=O)(NCCCCCNS(=O)(=O)c1ccccc1)c1ccccc1	-28%	11%[57.1 µM]	-5%	-13%[11.4 µM]	25%	-5%	-5%	0%	-10%[11.4 µM]
O=C(Nc1ccc(F)cc1)c1ccc2nc[nH]c2c1	-19%	-1%	8%	-9%	-1%	25%	3%	-5%	20%
COC(=O)CN1C(c2ccc(OC)cc2)=Nc2ccc(Cl)cc2C1c1ccccc1 (configuration not stated)	-17%	8%	-6%	-12%	1%	0%	8%	-15%	38%
O=c1c2ccccc2nc(/C=C/c2ccccc2)n1CCCO	?	7%	-3%	0%	-3%	19%	11%	1%	11%
O=C(O)CCn1c(=S)n(CCC(=O)O)c2ccccc21	0%	18%	-6%	-3%	1%	34%	-9%	-20%	17%
CCOC(=O)c1[nH]c(C)c(C(=O)N2CCN(C(=O)c3ccco3)CC2)c1C	-14%	5%	9%	-15%	-16%	1%	-4%	-3%	-20%
CCCc1nc(NCc2ccco2)c(C#N)c2c1COC(C)(C)C2	471%[activator]	-9%	3%	-16%	1%	18%	-9%	7%	3%
C=CCNc1oc(-c2ccc(-c3ccccc3)cc2)nc1C#N	/	14µM*	?	79µM*	12%	18%	8%	/	-5%
O=c1[nH]c2ccccc2c(O)c1-c1ccccc1	0%	14%[57.1 µM]	-2%	-5%	-1%	46%[activator]	i	-9%	-12%
